SRC2 inh – inhibition of GAL4-SRC2 driven luciferase reporter, primary screen, SRC2 inhibitor project, cell-based, luminescence; Nuclear receptor coactivator 2 (Homo sapiens), Q15596; HEK293 GAL4-SRC2 luciferase reporter; inhibition, % at 9 µM; hit rate 0.17% among 370,000;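 active = inhibition above the mean inhibition of all tested compounds plus 3 SD, set per campaign, cut at about 52% in these data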;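 also: 0% = DMSO treated cells and 100% = cells given Gossypol at 36 µM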
TWEAK Fn14 block – inhibitors of TWEAK-Fn14 signaling, primary screen, luciferase reporter cells, uHTS; TWEAK-stimulated Fn14 reporter cells, luciferase luminescence, 8 h; inhibition, % at 10 µM; hit rate 2% among 360,000; in the data active = inhibition above about 50%
SRC3 inh – SRC3 coactivator transcriptional activity inhibitors, primary screen, cell-based, luminescence; HEK293 GAL4-SRC3 luciferase reporter; hit rate 0.17% among 360,000; inhibition, % at 3.6 µM; Nuclear receptor coactivator 3 (Homo sapiens), Q9Y6Q9;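 active = inhibition above a per-campaign cutoff, the mean of all compounds plus 3 SD, cut at about 60% in these data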;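 also: 0% = DMSO-treated cells and 100% = gossypol-treated cells at 36 µM; higher means less SRC3-driven luciferase light from the GAL4 reporter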
NCOA1 inh – SRC1 coactivator transcriptional activity inhibitors, primary screen, cell-based, luminescence; Nuclear receptor coactivator 1 (Homo sapiens), Q15788; inhibition, % at 3.6 µM; hit rate 0.12% among 360,000; AID 588354, 2011; HEK293 GAL4-SRC1 luciferase reporter;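 active = inhibition above the campaign mean plus 3 SD, with each screening campaign given its own cutoff, cut at about 60% in these data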;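 also: 0% = DMSO treated cells and 100% = gossypol at 36 µM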
C8 TRAIL sens – viability loss with TRAIL in NB7+C8 cells, primary screen, TRAIL sensitizer project, cell-based, ATPlite luminescence. inhibition (viability loss, TRAIL sensitization), % at 10 µM. hit rate 1% among 360,000;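 active = compounds causing at least 50% loss of cell viability in the single-dose screen, relative to plate controls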
KKLEB tox – cytotoxicity in KKLEB CF airway cells, primary screen, cytotoxicity control for CF NF-kB inhibitor project, cell-based, uHTS, fluorescence assay plates | KKLEB CF airway cells viability, ATPlite luminescence, overnight; active compounds read low; cells stimulated with P. aeruginosa culture filtrate | activity change (cytotoxicity), % at 5 µM | hit rate 0.36% among 360,000;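 active = corrected activity change at or below -50% at 5 µM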
CF NFkB inh – inhibitors of PAF-induced NF-kB signaling, primary screen, cell-based, GFP fluorescence, uHTS; KKLEB NF-kB-GFP reporter, GFP fluorescence overnight; AID 588850, 2011; inhibition, % at 5 µM; hit rate 0.86% among 360,000;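 active = at least 50% inhibition at 5 µM, scaled per plate between neutral and stimulator controls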;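 also: PAF is a Pseudomonas aeruginosa culture filtrate used as stimulus; plate controls were PAF-stimulated DMSO wells for no effect and unstimulated DMSO wells for full effect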
LRH-1 inv ag – LRH-1 (NR5A2) inverse agonists, primary screen, cell-based, luminescence, HEK293T, StAR-luciferase reporter; inhibition, % at 3.6 µM; hit rate 0.13% among 360,000; AID 602396, 2012; LRH-1 transfected, 24 h;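 active = inhibition above the mean inhibition of all tested compounds plus 3 SD, cut at about 73% in these data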;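 also: 0% = DMSO wells and 100% = reporter-only cells lacking LRH-1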
TROY NFkB inh – inhibitors of TROY-driven NF-kB signaling, primary screen, Q293 LMP1-TROYcd cells, NF-kB luciferase, uHTS; Q293 LMP1-TROYcd NF-kB luciferase reporter, 4 h; inhibition, % at 10 µM; hit rate 0.98% among 360,000;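 active = compounds whose plate-normalised and pattern-corrected inhibition of the luciferase reporter signal at the single screening dose is 50% or more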
COUP-TFII inh – NR2F2 transcriptional activity inhibitors, primary screen, cell-based, luciferase reporter, HEK293T, luminescence. AID 686940, 2013. HEK293T NGFI-A luciferase reporter. inhibition, % at 8.6 µM. hit rate 0.7% among 370,000;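 active = inhibition above a per-plate cutoff, mean inhibition of test wells between control levels plus 3 SD, cut at about 38% in these data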;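 also: cells cotransfected with COUP-TFII expression vector driving the NGFI-A reporter; 0% = median of COUP-TF2 test wells and 100% = reporter-only cells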
EBV LMP1 NFkB – EBV LMP1-driven NF-kappaB luciferase reporter inhibitors, primary screen, cell-based, luminescence, single point; hit rate 0.69% among 350,000; LMP1-induced NF-kappaB luciferase reporter cells; inhibition, % at 12.5 µM; AID 504558, 2011; in the data active = inhibition above about 41%;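 also: 0% = neutral control wells and 100% = reference inhibitor control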
* marks the source's active call; other numbers are inactive results; x = no result given; & = joins results of further samples.

nr	compound	SRC2 inh	TWEAK Fn14 block	SRC3 inh	NCOA1 inh	C8 TRAIL sens	KKLEB tox	CF NFkB inh	LRH-1 inv ag	TROY NFkB inh	COUP-TFII inh	EBV LMP1 NFkB
1	CC(=O)Nc1ccc(S(=O)(=O)Nc2ccc3c(c2)n(C)c(=O)n3C)c(C)c1	-13	-10	2	7	5	-6	-6	24	-18	-32	-3
2	O=C(COC(=O)/C=C/c1cccs1)Nc1ccccc1Cl	-5	-11	3	-9	-3	2	2	-6	18	-29	4
3	CCC(CC)C(=O)Nc1cccc(C(=O)Nc2ccc(S(=O)(=O)Nc3ccc(C)cc3)cc2)c1	20	45	12	-1	9	2	8	8	54*	24	7
4	COCCNS(=O)(=O)c1ccc(OCC(=O)N2CCc3ccccc3C2)c(Cl)c1	-13	1	-1	-12	-17	0	4	-10	-1	-12	-7
5	C=C(CC[C@@H](O)C(C)(C)O)[C@H]1CC[C@]2(C)[C@@H]1CCC1[C@@]3(C)CC[C@H](O)C(C)(C)C3CC[C@]12C (stereo partly drawn)	-9	-21	-4	7	11	-23	23	6	10	-17	1
6	CC(C)NC(=O)N(C)C[C@H]1Oc2c(NS(=O)(=O)c3ccc(F)cc3)cccc2C(=O)N([C@H](C)CO)C[C@@H]1C	14	-4	-10	5	-7	7	-14	18	-1	-5	5
7	CCC(C)N(C(=O)CSc1nnc2ccccn12)C1CCS(=O)(=O)C1 (stereo not drawn)	2	-1	-8	-16	-3	5	1	-21	6	-13	-4
8	CCOC(=O)C(C)N1CC(=O)N(c2ccccc2)C1=O (stereo not drawn)	-40	16	0	11	-5	0	6	1	-15	-17	4
9	COc1cc2c(cc1OC)C(c1cc([N+](=O)[O-])ccc1O)NCC2 (stereo not drawn)	-1	23	5	-15	-1	9	12	-7	8	1	-8
10	O=C(CNS(=O)(=O)c1ccc([N+](=O)[O-])cc1)N/N=C\c1ccc(O)cc1	-20	7	-15	13	8	5	-18	19	2	18	-9
11	CC(C)N(C(=O)COC(=O)[C@@H]1CC(O)CN1S(=O)(=O)c1ccccc1[N+](=O)[O-])C(C)C (stereo partly drawn)	-10	4	20	-44	7	12	3	24	6	-10	0
12	Cc1nc(CN2CCN(C(=O)NC3(c4ccccc4)CC3)CC2)cs1	-31	8	-5	-1	5	10	-8	-8	-11	7	0
13	COc1ccc(NC(=O)C2CCCN2C(=O)Oc2ccccc2)cc1 (stereo not drawn)	-7	5	4	-6	-9	6	-8	6	-2	-10	-5
14	O=C(Nc1ccc(C(F)(F)F)cc1)C1CCN(c2cnccn2)CC1	14	-9	-9	-2	2	-4	6	-18	7	-8	-1
15	CCOc1ccc(-n2c(Cc3cc(=O)[nH]c(=O)[nH]3)nnc2SCC(=O)Nc2nnc(C)s2)cc1	-20	-17	9	-46	-3	3	2	6	19	-7	3
16	COc1cc(C2C3=C(CC(c4ccco4)CC3=O)Nc3ccccc3N2C(C)=O)cc(OC)c1OC (stereo not drawn)	19	4	9	0	-25	0	9	2	20	9	-2
17	CNc1n[nH]c(-c2ccccc2)n1	-7	-14	-7	-16	-6	7	-9	-16	-13	-8	-5
18	CCOC(=O)CNc1nc(Cl)nc(Nc2ccc(C)cc2)n1	-39	-1	-1	12	-54	5	3	10	-15	-19	3
19	CCCN(CCC)CCCNC(=O)C1CCC(CNS(=O)(=O)c2cccc3nsnc23)CC1 (stereo not drawn)	x	-2	-3	-7	-4	2	14	-7	2	x	7
20	O=C(Cn1c(CO)nc2ccccc21)NCc1ccc2c(c1)OCO2	16	11	15	-1	15	-1	6	9	-3	7	-6
21	CCOC(=O)[C@@H]1[C@H]2COc3ccccc3[C@H]2N2C(=O)N(c3ccc(C(F)(F)F)cc3)C(=O)[C@]12C	8	-10	-4	-5	13	-24	21	9	17	20	9
22	COc1ccc(C(=O)N/N=C/c2ccc(OC)c(CN3CCc4cc(OC)c(OC)cc4C3C)c2)cc1 (stereo not drawn)	-37	16	4	-21	-3	9	15	9	11	-6	2
23	Cc1nc2nc[nH]n2c(=O)c1NC(=O)CC12CC3CC(CC(C3)C1)C2	22&-20	-2&-3	8&-8	-4&-2	6&-2	16&11	-2&15	3&-16	4&10	1&4	-10&-12
24	CCc1ccc(-c2cc(C(=O)N/N=C/c3ccco3)[nH]n2)cc1	-44	-7	-22	-26	19	1	-15	-71	-29	-28	0
25	COc1ccc(-c2csc(N3CCN(c4cc(C)nc5ccccc45)CC3)n2)cc1OC	14	52*	22	29	40	-17	24	22	42	31	31
26	O=S(=O)(NCc1ccco1)c1ccc2c(c1)Cc1ccccc1-2	-34	28	-7	-7	-1	6	-7	-30	-34	-23	-14
27	O=C(O)c1nc(N2CCOCC2)nc(N2CCOCC2)n1	1	2	8	-4	-30	-1	8	9	-6	2	1
28	COc1cc(CN2CCN(Cc3ccccc3C(F)(F)F)CC2)cc(OC)c1OC	-2	12	-15	-5	6	1	-7	-6	-6	25	5
29	CCOC(=O)c1c(C)[nH]c(C)c1C(=O)COC(=O)CNC(=O)C1CCCCC1	-7	6	16	-6	-5	3	22	4	23	-7	-3
30	Cc1cc(C(=O)CSc2nnc(-c3cccs3)n2Cc2ccccc2)c(C)n1C	-3	11	5	-1	15	8	-5	-7	-17	19	-1
31	C=CCS/C(=N\n1cnc2ccccc2c1=O)N1CCCCC1	-21	-2	11	-40	1	12	-11	-44	-6	-1	-4
32	CC(=O)Nc1nc(CC(=O)c2ccccc2)cs1	2	-17	-1	-11	1	-1	-33	9	-13	-10	-1
33	COc1cc(/C=C(\C#N)C(=O)NC2CCCCC2C)ccc1OS(=O)(=O)c1ccc(C)cc1 (stereo not drawn)	-12	33	-3	-7	19	-26	32	-14	34	-11	-3
34	C/C(=N\NC(=O)c1cc(C)nc2ccccc12)c1ccncc1	11	19	-10	-8	7	4	-8	14	15	-3	-1
35	COC(=O)CC1SC(=O)NC1=Nc1cccc(C)c1 (stereo not drawn)	-2	0	3	-10	23	7	0	5	4	20	-6
36	Cc1nc2ccc(S(=O)(=O)NCC(=O)N3CCc4ccccc43)cc2s1	0	2	4	-8	-7	7	-3	-1	x	-3	0
37	O=C(CC(=O)Nc1nc(C23CC4CC(CC(C4)C2)C3)cs1)NCCO	8	-15	9	-24	9	-6	-10	-13	3	0	-1
38	CC(C)CCn1nnnc1C(c1ccc(F)cc1)N1CCN(C(=O)c2ccco2)CC1 (stereo not drawn)	14	-3	9	3	3	14	0	-3	2	1	9
39	CN(C)CCNC(=S)NC1CCCCC1	-14	5	-8	0	2	-12	10	-2	21	-6	-7
40	COCCN1C[C@@H](CO)O[C@@H](n2cnc3c(N4CCN(CCO)CC4)ncnc32)C1	-10	-17	-6	-1	-8	-10	-1	-16	-26	-7	x
41	C=CCn1cc(C(=O)OC)c(=O)c2cc(S(=O)(=O)N3CCCCCC3)ccc21	11	1	18	-7	0	-4	-5	9	-7	-26	1
42	CC(=O)c1sc(NC(=O)CS(=O)(=O)c2ccc(F)cc2)nc1C	-31	-5	11	-2	0	6	-18	3	-27	5	-2
43	Cc1ccc([N+](=O)[O-])cc1S(=O)(=O)N1CCC(C)CC1	11	3	14	-25	-4	2	-16	6	-21	-12	5
44	CCCN(CCC)S(=O)(=O)c1ccc(C(=O)Nc2ccc(S(=O)(=O)Nc3nnc(CC)s3)cc2)cc1	-8	5	-23	-14	4	15	-10	-30	-6	11	-4
45	COc1ccc(-n2nc(C(=O)NCC(=O)NC3CCCCC3)c3ccccc3c2=O)cc1	-23	12	-8	-12	-8	2	-10	5	-19	-11	-3
46	COc1ccc(S(=O)(=O)N2CCC(C(=O)NCc3cccnc3)CC2)cc1Cl	4	-6	12	-9	-5	-1	2	3	0	-13	-8
47	Cc1ccc(OCc2nnc(SCc3cc(=O)[nH]c4ccccc34)n2-c2ccccc2)cc1	-2	31	13	4	-1	-2	26	-19	8	11	-1
48	C=CCn1c(O)c(N=NC(=O)OCC)c2ccccc21	18	-1	-5	4	-8	10	9	-6	10	-6	2
49	Cc1ccc(Cl)cc1NS(=O)(=O)c1ccc2c(c1)NC(=O)C(C)C(=O)N2 (stereo not drawn)	15	14	-11	-14	9	8	6	-6	-1	-11	-10
50	CC(=O)Nc1ccc(NC(=O)CC(c2ccccc2)c2ccccc2)cc1	-10	-10	-15	-4	1	-2	-5	20	18	2	0
51	CC(C)(C)C1CCC(C(=O)Nc2ccc(N3CCOCC3)cc2N2CCOCC2)CC1 (stereo not drawn)	11	-9	-8	-15	-12	3	-1	-35	-7	3	-2
52	COCCn1nnnc1CN1CCN(c2cccc(C(F)(F)F)c2)CC1	6	-1	9	-7	-6	-2	10	-4	-3	15	-7
53	C=CCn1c(SCC(=O)N2CCCC2)nc2c([nH]c3ccccc32)c1=O	12	18	-16	13	6	-7	-10	12	15	16	-5
54	COc1ccc(OCc2cc(C(=O)NC3CCOC(C)(C)C3)no2)c2ccccc12 (stereo not drawn)	-40	61*	-85	-66	25	7	-14	-31	-46	8	-25
55	O=C(NC(c1ccc(Cl)cc1)c1c(O)ccc2ccccc12)c1ccccc1 (stereo not drawn)	0	66*	0	-12	33	-62*	64*	-1	52*	15	-14
56	COC(=O)c1ccccc1OCCN1CCCCCC1	-3	-25	-12	6	-5	11	-6	7	8	-3	13
57	CC(C)C[C@H](NC(=O)c1nc[nH]c1C(=O)NCc1ccccc1)C(=O)OC(C)(C)C	-18	-14	-6	-25	22	-8	-11	2	-24	13	-6
58	CCS(=O)(=O)NCC(c1cccnc1)N1CCN(c2ccc(F)cc2)CC1 (stereo not drawn)	5	3	13	10	-2	4	-16	9	4	9	2
59	c1ccc(-c2nc(N3CCOCC3)sc2-c2ccccc2)cc1	5	-10	13	-16	-12	10	10	-14	-22	-9	-1
60	CN1C(=O)SC(Nc2cccc3ccccc23)C1=O (stereo not drawn)	-4	-15	-7	0	-10	3	4	-10	47	11	-6
61	Cc1ccc(S(=O)(=O)/C(=C/Cl)NC(=O)c2ccccc2)cc1	61*	77*	52	15	9	-26	49	49	-10	30	-8
62	CN(C)C(=O)COC(=O)/C=C/c1cn(-c2ccccc2)nc1-c1cccs1	-10	27	2	-74	-1	16	-27	19	-6	0	-2

From PubChem

Rows are unselected; about 4.2% have a hit in one of these screens.
